Assay outcomes (PubChem)
DUSP3 inh = blocks human VHR1 dual specificity phosphatase. P51452. recombinant VHR phosphatase, pNPP absorbance. inhibition, % at 13.3 µM. 290,000 compounds, 0.52% hits. AID 1654; in the data active = inhibition above about 50%; note: some compounds called inactive have numbers as strong as hits
Target sequence (P51452 whole entry, looked up): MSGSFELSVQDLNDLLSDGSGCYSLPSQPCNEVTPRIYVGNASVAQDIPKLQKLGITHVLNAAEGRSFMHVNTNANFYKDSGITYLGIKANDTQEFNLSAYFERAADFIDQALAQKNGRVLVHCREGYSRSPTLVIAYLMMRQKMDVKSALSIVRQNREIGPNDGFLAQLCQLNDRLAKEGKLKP
Mtb UGM inh = Mtb UDP-galactopyranose mutase inhibition. P9WIQ1. purified UGM, fluorescence polarization probe displacement. inhibition, % at 10 µM. 320,000 compounds, 0.06% hits. AID 504406; in the data active = inhibition above about 10%, passing the limit was not always enough
Target sequence (P9WIQ1 whole entry, looked up): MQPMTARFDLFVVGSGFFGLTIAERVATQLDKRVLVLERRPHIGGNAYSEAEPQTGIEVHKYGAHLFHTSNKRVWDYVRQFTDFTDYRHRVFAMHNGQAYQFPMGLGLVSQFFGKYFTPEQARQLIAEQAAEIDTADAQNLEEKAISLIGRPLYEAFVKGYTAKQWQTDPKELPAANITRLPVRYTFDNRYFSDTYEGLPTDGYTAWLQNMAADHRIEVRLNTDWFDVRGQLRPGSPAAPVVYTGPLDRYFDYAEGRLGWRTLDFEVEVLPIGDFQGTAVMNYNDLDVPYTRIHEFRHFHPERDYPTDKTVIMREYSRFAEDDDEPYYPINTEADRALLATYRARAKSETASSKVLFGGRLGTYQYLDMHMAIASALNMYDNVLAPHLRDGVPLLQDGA
Rv3671c inh = Rv3671c (M. tuberculosis) protease inhibition; inhibition, % at 5.96 µM; 320,000 compounds, 0.048% hits; AID 2606; in the data active = inhibition above about 38%;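 note: extracellular domain of Rv3671c used as enzyme; 0% = enzyme with DMSO and 100% = no enzyme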
Target sequence (P9WHR9 whole entry, looked up, the tested form may be a part): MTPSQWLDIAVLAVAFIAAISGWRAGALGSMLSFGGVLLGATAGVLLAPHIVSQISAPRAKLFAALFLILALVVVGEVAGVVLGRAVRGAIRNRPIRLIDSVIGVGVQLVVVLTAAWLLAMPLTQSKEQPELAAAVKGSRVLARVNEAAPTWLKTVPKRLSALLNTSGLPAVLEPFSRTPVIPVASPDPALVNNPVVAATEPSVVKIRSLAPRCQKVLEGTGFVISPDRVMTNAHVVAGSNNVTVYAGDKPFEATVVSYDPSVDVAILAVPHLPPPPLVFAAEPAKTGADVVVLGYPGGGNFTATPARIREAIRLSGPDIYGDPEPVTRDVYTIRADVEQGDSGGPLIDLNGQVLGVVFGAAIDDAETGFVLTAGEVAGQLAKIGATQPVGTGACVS
The depositor's hits bear a star.

[1] Nc1ccc(Sc2ccccc2CC(=O)O)cc1
[2] Cn1c(N)c(C(=O)COC(=O)c2cc(-c3ccco3)nc3ccccc23)c(=O)n(Cc2ccccc2)c1=O
[3] CSCCC(NC(=O)c1ccco1)C(=O)OCC(=O)Nc1sccc1C#N (configuration not stated)
[4] C#CCOCCOCCOCCNc1nc(N2CCN(C(=O)[C@H](CCCCN)n3cc([C@@H](N)CO)nn3)CC2)nc(N2CCN(C(=O)[C@H](Cc3cc4ccccc4[nH]3)n3cc([C@@H](N)CC(C)C)nn3)CC2)n1
[5] O=C(CSc1nc(C2CC2)nc2ccccc12)N1CCc2ccccc2C1
[6] CCOc1ccccc1NC(=O)c1ccc([N+](=O)[O-])cc1
[7] CC(=O)Nc1ccc(S(=O)(=O)Oc2ccc3c(c2)C(C)=CC(C)(C)N3)cc1
[8] CC1CCC(NC(=O)CN2C(=O)COc3ccc(S(=O)(=O)N4CCCC4)cc32)CC1 (configuration not stated)

| compound no. | 1 | 2 | 3 | 4 | 5 | 6 | 7 | 8 |
| --- | --- | --- | --- | --- | --- | --- | --- | --- |
| DUSP3 inh | 21.4 | 11.4 | 25.2 | 17.5 | 21.4 | 38.4 | -12.9 | 21.2 |
| Mtb UGM inh | 1.0 | 2.5 | 2.5 | 0.2 | 0.8 | 3.8 | 1.2 | -1.4 |
| Rv3671c inh | -7.6 | -59.8 | -1.7 | 1.9 | -0.6 | -0.4 | 6.4 | -17.4 |

[9] S=C(NCCc1ccccc1)N/N=C/C1CCCCC1
[10] O=C(NC(=O)c1ccccc1)NC1(C(F)(F)F)OCCO1
[11] CN(C)c1ccc(/C=c2/sc3n(c2=O)NC2(c4ccccc4)N(C)C(=O)N(C)C2(c2ccccc2)N=3)cc1 (configuration not stated)
[12] CCC(=O)NCCNc1ccc([N+](=O)[O-])cn1
[13] C=CCN(CC#CCOc1ccccc1OC)CC=C
[14] Cc1c(Cl)cn2c(=O)cc(CN(C)Cc3nc4ccccc4c(=O)[nH]3)nc2c1Cl
[15] Cc1ccc(NC(=O)CCNS(=O)(=O)c2cc(Br)cnc2N)c(Cl)c1
[16] COc1cc(S(=O)(=O)Nc2ccccc2)ccc1N=Cc1c(C)[nH]n(-c2ccc(C)cc2)c1=O

| compound no. | 9 | 10 | 11 | 12 | 13 | 14 | 15 | 16 |
| --- | --- | --- | --- | --- | --- | --- | --- | --- |
| DUSP3 inh | 16.7 | 31.6 | -14.3 | -6.9 | 20.8 | 30.1 | 20.1 | 29.9 |
| Mtb UGM inh | -0.7 | 1.7 | -2.2 | 1.8 | -1.1 | 0.6 | -0.4 | 4.0 |
| Rv3671c inh | 4.5 | -6.6 | -12.2 | 0.1 | -1.8 | -3.4 | -0.6 | -33.5 |

[17] Cc1ccc(Cl)cc1Nc1nc(-c2sc(NC(=O)c3cccc(Cl)c3)nc2C)cs1
[18] Cc1cc(C(=O)N/N=C/c2cc(Br)cc(Br)c2OC(=O)c2ccccc2)n[nH]1
[19] CCCCNS(=O)(=O)c1ccc2nc(-c3cccnc3)cc(C(=O)NCCCOCC)c2c1
[20] COc1cc2nc(Cl)nc(N3CCN(C)CC3)c2cc1OC
[21] Cc1nc(NC(=O)c2ccccc2)sc1-c1csc(Nc2ccc(F)cc2)n1
[22] CN[C@@H]1C[C@@H](c2ccc(Cl)c(Cl)c2)c2ccccc21
[23] COC(=O)[C@@]1(Cc2ccccc2)[C@H]2c3cc(C(=O)N4CCCC4)n(CCSCCO)c3C[C@H]2CN1C(=O)c1ccccc1
[24] Clc1ccc(-c2n[nH]c3c2Cc2ccccc2-3)cc1Cl

| compound no. | 17 | 18 | 19 | 20 | 21 | 22 | 23 | 24 |
| --- | --- | --- | --- | --- | --- | --- | --- | --- |
| DUSP3 inh | 20.5 | -1.0 | 24.4 | 19.9 | 16.4 | 16.5 | -10.7 | 22.6 |
| Mtb UGM inh | -0.2 | -0.9 | 0.5 | -5.5 | -1.7 | 2.1 | 0.8 | -2.0 |
| Rv3671c inh | -10.3 | -4.5 | 3.0 | -0.3 | -18.5 | 11.2 | -1.2 | -13.6 |

[25] CCCc1ccc(/C=C2\C(=O)c3ccccc3C(O)=C2C(=O)OCC)cc1
[26] Cc1nc(NC(=O)c2cccc(Cl)c2)sc1-c1csc(Nc2cccc(Cl)c2)n1
[27] CC1(C(=O)CSc2n[nH]c(-c3ccccc3Cl)n2)CCC(=O)O1 (configuration not stated)
[28] CN1CCN(C2=Nc3cc(F)ccc3Cc3ccccc32)CC1
[29] COc1ccc(-c2coc3c(CN4CCCCC4)c(O)c(CN4CCCCC4)c(O)c3c2=O)cc1
[30] CCn1cc(C(=O)Nc2cccc(C)c2)c(=O)c2ccc(C)nc21
[31] Cc1ccc(CN2C(=O)C3CCCN3c3ccc(S(=O)(=O)N4CCOCC4)cc32)cc1 (configuration not stated)
[32] Cc1ccc(SCc2cc(=O)n3ccsc3n2)c(C)c1

| compound no. | 25 | 26 | 27 | 28 | 29 | 30 | 31 | 32 |
| --- | --- | --- | --- | --- | --- | --- | --- | --- |
| DUSP3 inh | -13.1 | 17.7 | 20.2 | 7.4 | 6.4 | 49.8 | 11.3 | 29.8 |
| Mtb UGM inh | -2.1 | -0.8 | 1.5 | 4.4 | -1.1 | 2.7 | 1.4 | -2.0 |
| Rv3671c inh | -28.3 | 13.5 | -0.5 | -3.8 | 5.6 | 3.7 | -19.1 | 12.1 |

[33] COc1ccc(N2Cc3ccc(C(=O)N/N=C\c4ccc(O)cc4O)cc3C2)cc1
[34] CC(=O)Nc1ccc2nc(NC(=O)c3ccc([N+](=O)[O-])s3)sc2c1
[35] CCN(CC)C(=O)CSc1ncnc2c(-c3ccc(OC)cc3)nsc12
[36] COc1cccc(C(=O)Nc2ccncc2)c1
[37] N#C/C(=C\c1cc(Cl)c(OCc2ccc(Cl)cc2)c(Cl)c1)C(N)=O
[38] Cc1cc(N2C(=O)C(O)=C(C(=O)c3ccco3)C2c2cccnc2)no1 (configuration not stated)
[39] O=C(NCc1ccc2[nH]c3c(c2c1)CCCC3)N1CCOCC1
[40] Cc1ccc(S(=O)(=O)N/N=c2\oc3ccccc3cc2C(=O)Nc2cccc(C)c2)cc1

| compound no. | 33 | 34 | 35 | 36 | 37 | 38 | 39 | 40 |
| --- | --- | --- | --- | --- | --- | --- | --- | --- |
| DUSP3 inh | -22.9 | 5.9 | 12.9 | 7.3 | 7.4 | 30.4 | -11.2 | -0.5 |
| Mtb UGM inh | -2.5 | 3.1 | 1.5 | 0.0 | -0.4 | 0.0 | 0.7 | 0.0 |
| Rv3671c inh | 34.0 | 1.2 | -1.7 | -6.0 | -10.6 | -2.4 | -18.0 | 15.5 |

[41] O=C(COc1ccc(Cl)cc1Cl)NC(=S)Nc1ccccc1C(=O)O
[42] CC(=O)N(Cc1ccco1)Cc1cc2cccc(C)c2n2nnnc12
[43] Cc1ccc(NCc2ccc(C)s2)cc1
[44] O=[N+]([O-])c1cc(F)c(N2CCCC2)cc1N1CCNCC1
[45] Cc1ccc(CNC(=O)Cn2c(=O)c3sccc3n(Cc3cccc([N+](=O)[O-])c3)c2=O)cc1
[46] O=C1Nc2ccc(C(F)(F)F)cc2N2CCCC12 (configuration not stated)
[47] COCCn1c(N/N=C(C)/C=C/c2ccccc2)nc2c1c(=O)[nH]c(=O)n2C
[48] Cc1ccc(/C([O-])=C(/C(=S)NCc2ccco2)[n+]2ccccc2)cc1

| compound no. | 41 | 42 | 43 | 44 | 45 | 46 | 47 | 48 |
| --- | --- | --- | --- | --- | --- | --- | --- | --- |
| DUSP3 inh | -3.8 | -8.9 | 2.3 | 29.8 | 8.4 | 26.3 | 34.4 | 18.6 |
| Mtb UGM inh | -1.1 | 3.0 | 2.6 | -3.7 | -1.3 | -1.8 | -0.9 | -1.3 |
| Rv3671c inh | 5.1 | 0.9 | 4.5 | 3.0 | -1.0 | -69.8 | 1.8 | 8.0 |

[49] Cc1ccc(C(=O)Nc2ccc(C(=O)N/N=C/c3ccncc3)cc2)cc1
[50] COc1ccccc1N1CCN(C2CCN(C3CCC(c4ccccc4)CC3)CC2)CC1 (configuration not stated)
[51] O=C(c1cccn2c(=O)c3cc4ccccc4cc3nc12)N1CCN(c2ccccc2)CC1
[52] Cc1cccc(OCC(=O)Nc2ccc(C(=O)NCc3cccnc3)cc2)c1
[53] COc1ccc(CCNC(=O)CCN2C(=O)c3ccccc3C2=O)cc1OC
[54] CCCCCNc1nc(-c2ccccc2)cs1
[55] O=C(N/N=C/c1nn(-c2ccccc2)cc1-c1ccc(Cl)cc1)c1ccncc1
[56] Cc1ccccc1C(=O)Nn1c(C)ccc1C

| compound no. | 49 | 50 | 51 | 52 | 53 | 54 | 55 | 56 |
| --- | --- | --- | --- | --- | --- | --- | --- | --- |
| DUSP3 inh | 36.9 | 28.3 | 21.3 | 44.7 | 16.6 | 4.7 | 11.0 | 22.2 |
| Mtb UGM inh | -2.0 | 0.9 | 3.0 | 1.2 | 1.5 | -0.4 | -1.2 | 5.6 |
| Rv3671c inh | -11.6 | 3.5 | -0.9 | -7.4 | -5.6 | -2.8 | -3.5 | 1.2 |

[57] Cc1ccc(C2C3=C(CCCC3=O)Nc3c2c(C)nn3-c2ccccn2)o1 (configuration not stated)
[58] Cc1cc(Cl)ccc1OCC(O)CN1C(C)CCCC1C (configuration not stated)
[59] Cc1ccc(N/N=C2\CC(=O)c3ccccc32)cc1Cl
[60] CC(=O)c1ccc(COC(=O)c2ccccc2NC(=O)C(C)C)cc1
[61] Cc1ccc(/C=C/C(=O)Oc2ccc(C#N)cc2)o1
[62] N[C@@H](Cc1cc(Br)c(O)c(Br)c1)C(=O)O
[63] Cc1cccc2nc(COc3ccc(-c4ccccc4)cc3)cn12
[64] O/N=C/c1cc(Cl)ccc1OCc1cccc2ccccc12

| compound no. | 57 | 58 | 59 | 60 | 61 | 62 | 63 | 64 |
| --- | --- | --- | --- | --- | --- | --- | --- | --- |
| DUSP3 inh | 9.1 | 9.1 | 8.4 | 25.7 | 3.0 | 8.6 | 25.2 | 3.8 |
| Mtb UGM inh | 2.5 | -1.4 | 1.3 | 1.0 | -2.5 | 0.4 | 2.4 | 2.1 |
| Rv3671c inh | 0.5 | -2.0 | -46.4 | -4.7 | 2.0 | 5.2 | -6.5 | -30.9 |

Single entries from the list:
For Rv3671c inh, no. 64 shows -30.9
For Mtb UGM inh, no. 62 shows 0.4
For Rv3671c inh, no. 58 shows -2.0
For DUSP3 inh, no. 57 shows 9.1
For Mtb UGM inh, no. 61 shows -2.5

Reformatted tab-delimited: 4 of the compounds above
cpd	Molecule	DUSP3 inh	Mtb UGM inh	Rv3671c inh
59	Cc1ccc(N/N=C2\CC(=O)c3ccccc32)cc1Cl	8.4	1.3	-46.4
60	CC(=O)c1ccc(COC(=O)c2ccccc2NC(=O)C(C)C)cc1	25.7	1.0	-4.7
61	Cc1ccc(/C=C/C(=O)Oc2ccc(C#N)cc2)o1	3.0	-2.5	2.0
62	N[C@@H](Cc1cc(Br)c(O)c(Br)c1)C(=O)O	8.6	0.4	5.2

Other results:
[65] Cc1c2c(nc3c(C(=O)NC4CCCCC4C)cnn13)CCCC2 (configuration not stated)
[66] Cc1ccc(S(=O)(=O)CCC(=O)Nc2ccc(S(=O)(=O)N(C)C)cc2)cc1
[67] COC(=O)C1=C(C)N(Cc2ccco2)C(=O)N[C@H]1c1ccccc1
[68] CC1(C(=O)Nc2cccc(C(F)(F)F)c2)CO1 (configuration not stated)
[69] O=C(C1=C[C@@H]2[C@H]3C(=O)N(c4ccccc4Cl)C(=O)[C@H]3[C@@H](C(=O)c3ccc(Cl)cc3)N2C=C1)c1ccccc1
[70] Cc1ccn2c(C(=O)N/N=C/c3ccc(CNC(=O)C(=O)Nc4ccc(C)c(C)c4)o3)c(C)nc2c1
[71] NC(C(=O)O)C1CC(Cl)=NO1 (configuration not stated)
[72] COc1ccc(-n2c(SCC(=O)Nc3ncc(Cl)cc3Cl)nc3ccccc32)cc1

| compound no. | 65 | 66 | 67 | 68 | 69 | 70 | 71 | 72 |
| --- | --- | --- | --- | --- | --- | --- | --- | --- |
| DUSP3 inh | 8.1 | 12.5 | 16.3 | 16.6 | -3.8 | 13.3 | 4.7 | 21.6 |
| Mtb UGM inh | -1.2 | 1.6 | -0.2 | -0.6 | 0.4 | 3.4 | 1.0 | 1.6 |
| Rv3671c inh | -10.1 | -3.2 | 11.8 | -2.0 | -13.9 | 3.3 | -7.7 | -15.3 |

[73] CCCCc1cc2c(c(NC(C)=O)n1)c(=O)oc1ccccc12
[74] COc1cccc(C2=CC(c3ccc(C)cc3)n3ncnc3N2)c1 (configuration not stated)
[75] O=c1[nH]c2ccccc2nc1C(Cl)c1ccccc1 (configuration not stated)
[76] CCOC(=O)C1=C(C)N=C2SC(C)C(=O)N2C1c1ccc(OC(C)=O)c(OCC)c1 (configuration not stated)
[77] CCN(c1ccccc1)S(=O)(=O)c1ccc(Cl)c(NC(=O)COC(=O)c2cc(O)c3ccccc3c2O)c1
[78] CC(=O)c1ccc(N2CCN(C(=O)Cn3c(=S)[nH]c4ncccc4c3=O)CC2)cc1
[79] CCOC1=C/C(=C/c2c(N)n3oc(C)cc3nc2=O)C=CC1=O
[80] O=C(Nc1ccc2c(c1)nc1n2CCN(C2CCCCC2)C1)NC1CCCCC1
[81] CCOC(=O)c1[nH]c2cc(OC)c(OC)cc2c1NC(=O)CN1CCN(c2ccc(OC)cc2)C(C)C1 (configuration not stated)
[82] O=C(O)CC12CC3CC(C1)CC(n1ncc(NCc4ccc5c(c4)OCO5)c(Cl)c1=O)(C3)C2
[83] Cc1ccc2nc(SCc3cn4c(C)cc(C)nc4n3)[nH]c2c1

| compound no. | 73 | 74 | 75 | 76 | 77 | 78 | 79 | 80 | 81 | 82 | 83 |
| --- | --- | --- | --- | --- | --- | --- | --- | --- | --- | --- | --- |
| DUSP3 inh | -14.1 | 10.4 | 17.1 | -13.1 | 3.3 | 37.1 | 19.9 | 39.1 | 2.4 | 29.3 | 41.8 |
| Mtb UGM inh | 0.3 | 4.8 | -0.1 | 0.8 | -1.3 | 0.3 | 2.9 | -0.6 | 1.3 | 0.4 | -0.3 |
| Rv3671c inh | 4.3 | 1.0 | 4.0 | 0.7 | -132.9 | 2.6 | 4.8 | 6.7 | 2.0 | -9.0 | 0.1 |

Some of the compounds tested (hit frequency here may not be typical).
